# Growth percent in the NCI-60 one-dose screen (48 h, 10 µM unless noted): 100 = growth as untreated, 0 = no growth, -100 = all killed.
# SK-MEL-2 – SK-MEL-2 melanoma. 77,000 compounds, 4.7% hits. AID 1794763
# UACC-257 – UACC-257 melanoma; 78,000 compounds, 4.4% hits; AID 1794764
# BT-549 – BT-549 breast cancer. 78,000 compounds, 4.4% hits
# HS 578T – HS 578T breast cancer; 78,000 compounds, 4.1% hits
# T-47D – T-47D breast cancer | 79,000 compounds, 5% hits | AID 1794792
# LOX IMVI – LOX IMVI melanoma; AID 1794757; 79,000 compounds, 7.4% hits
# UACC-62 – UACC-62 melanoma; 81,000 compounds, 5.4% hits
# MALME-3M – MALME-3M melanoma. AID 1794766. 78,000 compounds, 5.8% hits
# Starred values were filed as active, the others as inactive; · = not tested or not shown; & = joins results of further samples. Rule for the calls: active = growth percent below 10; inactive = the rest.
SMILES,SK-MEL-2,UACC-257,BT-549,HS 578T,T-47D,LOX IMVI,UACC-62,MALME-3M
COc1cc(/C=C/c2nnc(-c3cc(-c4ccc(C)c(C)c4)n[nH]3)o2)cc(OC)c1OC,·,102,76,83,57,87,86,75
COc1ccc(-c2ccnc(SCc3cc4ccccc4[nH]c3=O)n2)cc1OC,17,29,-58*,-24*,-5.3*,19,1.8*,8.9*
Nc1cncnc1N,95,110,101,89,90,92,88,92
Clc1ccc(Sc2ccc(Cl)cc2)cc1,75,77,·,119,88,54,88,112
Cc1nc2c(C)c(C(=O)Nc3ccccc3F)sc2c(=O)[nH]1,107,121,99,109,99,109,101,112
CC(=O)N(CC#Cc1cccc(C(N)=O)c1)C[C@H]1C[C@@H](n2ccc3c(Cl)ncnc32)[C@H](O)[C@@H]1O,97,96,102,99,100,99,91,·
O=C(Nc1cc(C(F)(F)F)cc(C(F)(F)F)c1)Nc1cc2ccccc2cc1C(=O)O,101,101,109,90,97,96,96,100
Cc1cc2nccnc2cc1C,120,110,132,99,104,100,104,123
Nc1ncnc2c1N=C(c1cccc(Nc3ccncc3)c1)CC(c1ccc(F)cc1)N2 (configuration not stated),104,84,107,88,85,82,91,84
Cc1cccc(Nc2ncnc3c2cnn3-c2cccc(F)c2)c1,93,100,95,93,·,92,82,91
O=c1c2ccccc2cc2n1CCN=C2c1ccccc1,100,110,116,93,92,101,96,102
CS(=O)(=O)Nc1ccc(Nc2c3ccccc3nc3cc(N)ccc23)cc1,25,0.4*,·,24,-15*,23,40,-33*
O=C(O)[C@@H]1CCCC[C@H]1Cl,111,·,108,103,106,96,103,107
CCN(CC)C(=O)CCN1C(=O)/C(=C/c2ccc(O)cc2)SC1=S,93,90,88,97,67,88,76,79
CCCCn1c(C)nc2cc(Nc3nc(Cl)nc4nc[nH]c34)ccc21,·,100,72,53,39,90,73,80
Nc1[nH]nc2nc3ccccc3cc12,111,105,·,90,·,91,98,118
Clc1ccc(SC2Cc3ccccc3C2)cc1,101,110,133,131,110,109,105,113
CC(C)CNCCCC(=O)Nc1ccc(C(=O)OCC(C)C)cc1,102&99,85&103,102&88,93&116,78&99,99&85,94&113,103
COc1cc2ncnc(Nc3ccc(O)cc3)c2cc1OC,·,64,80,·,54,92,77,102
CCCC(NC(=O)C(C)N)C(=O)O (configuration not stated),113,100,98,105,111,104,104,·
COc1ccc(C2C3Cc4cc(OC)c(OC)cc4C3=NN2C(=O)Nc2c(C)cccc2C)cc1OC (configuration not stated),95,105,90,·,80,93,85,88
C=CCn1c(SCC(=O)Nc2cccc(C(=O)/C=C/c3ccc(C)cc3)c2)nc2ccccc2c1=O,·,97,122,101,67,74,77,106
Cc1ccc(NC(=O)CCCCN2CCN(C)CC2)cc1Nc1nccc(-c2cccnc2)n1,100,115,95,92,105,95,105,105
COc1cccc(Cn2cc3c(c2)-c2onc(CN4CCOCC4)c2CC3)c1,101,104,105,108,102,101,95,54
CCCOc1ccc(/C=N/Nc2cc(C)nc3ccc(Cl)cc23)cc1,91,90,102,89,46,-96*,89,-59*
O=C(NCCNCCO)c1cc([N+](=O)[O-])cc([N+](=O)[O-])c1O,117,103,121,109,·,99,101,107
Fc1cc2c(cc1Cl)N(c1ncnc3ccc(-c4cnc5cnccn45)cc13)CC2,102,109,84,93,75,91,81,91
COc1ccc(/C=C/C(=O)c2ccc(NC(=O)c3ccccc3CN3C(=O)c4ccccc4C3=O)cc2)cc1,108,91,91,96,60,77,82,96
N#Cc1c(-c2ccc(F)cc2)cc(-c2ccccc2Br)[nH]c1=O,105,107,91,95,95,95,107,110
COc1cc2ncnc(Nc3ccc(OCc4cccc(F)c4)c(Cl)c3)c2cc1NC(=O)C1CCCC1,86,·,103,92,25,87,·,107

# Entries of single compounds as entered above. Order of screens: SK-MEL-2 | UACC-257 | BT-549 | HS 578T | T-47D | LOX IMVI | UACC-62 | MALME-3M
# N#Cc1c(-c2ccc(F)cc2)cc(-c2ccccc2Br)[nH]c1=O reads 105 | 107 | 91 | 95 | 95 | 95 | 107 | 110
# Fc1cc2c(cc1Cl)N(c1ncnc3ccc(-c4cnc5cnccn45)cc13)CC2 reads 102 | 109 | 84 | 93 | 75 | 91 | 81 | 91
# Cc1ccc(NC(=O)CCCCN2CCN(C)CC2)cc1Nc1nccc(-c2cccnc2)n1 reads 100 | 115 | 95 | 92 | 105 | 95 | 105 | 105
# CC(C)CNCCCC(=O)Nc1ccc(C(=O)OCC(C)C)cc1 reads 102&99 | 85&103 | 102&88 | 93&116 | 78&99 | 99&85 | 94&113 | 103
# COc1cc2ncnc(Nc3ccc(OCc4cccc(F)c4)c(Cl)c3)c2cc1NC(=O)C1CCCC1 reads 86 | · | 103 | 92 | 25 | 87 | · | 107

# Following part.
SMILES,SK-MEL-2,UACC-257,BT-549,HS 578T,T-47D,LOX IMVI,UACC-62,MALME-3M
CCN(CC)c1ccc2oc(=O)c(-c3csc(N/N=C(\C)c4cc(OC)c(OC)c(OC)c4)n3)cc2c1,103,110,61,106,64,91,84,86
COc1cc(-c2c(-c3ccccc3)c[nH]c2C(=O)NCCCO)cc(OC)c1OC,105,101,102,97,103,102,97,100
CCc1cc(NC(=O)Cc2ccc(F)c(F)c2)n(-c2ccccc2)n1,111,97,106,98,101,103,91,97
N#C/C(=C\c1ccc2c(c1)OCO2)c1nc2ccccc2s1,79,83,77,53,84,76,79,58
Oc1ccc(/C=N\N=C\c2ccco2)c(O)c1,·,114,92,109,90,91,96,97
Cc1ccc(CCC(=O)O)cc1,107,103,105,113,104,104,95,105
CNC(=O)c1cc(-n2ccc3cc(NC(=O)Nc4ccc(N5CCOCC5)c(C(F)(F)F)c4)ccc32)ccn1,69,57,·,32,47,13,13,82
O=C(O)CC(C(=O)O)=C(c1ccccc1)c1ccccc1,102,111,101,105,96,97,·,97
C=CCOc1cccc(/C=C2\SC(=S)N(C3CC(=O)N(c4ccc(Br)cc4)C3=O)C2=O)c1 (configuration not stated),117,108,109,106,96,93,87,100
CSc1nc(NC(=O)CCl)cc(=O)[nH]1,102,85,110,96,107,78,79,104
CS(=O)(=O)c1nc2[nH]c(=O)[nH]c2c(=O)[nH]1,105,92,99,107,82,95,102,99
COc1ccc2c(c1OC)C(=O)O[C@@H]2[C@H]1c2c(c(C#CC#Cc3ccc(F)c(F)c3)c3c(c2OC)OCO3)CCN1C,92,·,78,101,70,91,69,91
Clc1cccc(Cc2cn3cc(-c4ccc(Br)cc4)nc3s2)c1Cl,113&105,93&94,97&118,98&93,79&79,66&85,75&88,84&106
Cc1ccc(NC(=O)c2c(C)oc3ccc(O)c(CN4CCCCCC4)c23)cc1,99,112,93,88,93,89,103,108
O=c1oc2ccc(Br)cc2cc1-c1cs/c(=N/N=C\c2ccc(Cl)cc2)n1/N=C/c1ccc(Cl)cc1,85,97,118,101,90,103,95,96
O=C1c2ccccc2N2C(=O)CN(Cc3ccccc3)C(=O)C23C=CC1O3 (configuration not stated),117,107,91,94,104,96,92,100
N=c1c2cc(-c3ccccc3)oc2ncn1N,93,103,88,102,72,71,91,47
O=c1[nH]c2ccccc2cc1CSc1nccc(-c2ccc(Cl)cc2)n1,115,109,74,64,89,99,102,100
Nc1ccc(Br)cn1,99,106,95,100,99,·,97,·
O=[N+]([O-])c1ccc(Sc2ccncn2)c([N+](=O)[O-])c1,·,65,75,93,48,4.8*,74,87
CC1(C)CC(=O)C(CC2C(=O)CC(C)(C)CC2=O)C(=O)C1,97&104,94&107,99,106&118,103,99&105,108,98&104
CC/C=C\C[C@H](O)C/C=C1/C(=O)C=C[C@@]1(C)C/C=C\CCCC(=O)OC,103,87,104,103,98,94,·,101
c1ccc(-c2nc(-c3nccc4ccccc34)oc2-c2ccccc2)cc1,114,102,116,·,60,95,83,105
C/C(=N\O)c1ccc(NC(=O)CSc2nnc(-c3cc(-c4ccc(S(C)(=O)=O)cc4)nc4ccccc34)n2-c2ccccc2)cc1,100,99,88,73,63,77,81,94
COc1ccc(CN2C(=O)NC(c3ccccc3)(c3ccccc3)C2=O)cc1,103,102,95,86,87,87,81,109
O=C(O)c1cccc(S(=O)(=O)Cl)c1,92,·,109,93,77,98,106,100
CCOC(=O)CCC(NC(=O)c1ccc(N(C)CCC(C)=O)cc1)C(=O)OCC (configuration not stated),115,104,112,·,104,94,104,119
COc1cc(/C=C/C(=O)c2cc(OC)c(OC)c(OC)c2)ccc1OCc1ccccc1,81,69,32,89,42,·,39,63
C=CS(C)(=O)=O,81,82,106,91,82,110,86,111
Clc1ccccc1N1CCN(CCCN2CCN(c3ccccc3Cl)CC2)CC1,37,·,·,93,66,76,84,·
CCOC(=O)C(=O)Nc1ccc(Cl)cc1,107,102,97,101,95,104,103,100
Cc1cc2nc(-c3c(-c4ccc(F)cc4)nc4sccn34)[nH]c2cc1C,100,109,109,103,86,89,89,106
COc1ccc(/C=C/C(=O)c2ccc(NC(=O)CN3CCN(c4cc5c(cc4F)c(=O)c(C(=O)O)cn5C4CC4)CC3)cc2)cc1,117,96,93,95,99,77,93,94
CCN(CC)CC(=O)Nc1c(C)cc(C(=O)NN)cc1C,117,100,117,91,91,94,98,74
O=C(C(/C=N\C(=S)Nc1ccccc1Cl)=C(/O)c1ccccc1)c1ccccc1,90,95,91,85,54,66,69,·
O=C(CN1CCN(c2cc(=O)n(-c3ccccc3)c3ccccc23)CC1)Nc1cccc([N+](=O)[O-])c1,93,70,86,95,33,86,59,82
Cn1c(=O)oc2ccccc2c1=O,95,113,117,111,98,102,94,108
OC(c1ccccc1)C1CC=CCC1 (configuration not stated),96,99,95,102,104,93,98,96
CCCCCCCCN(CCCCCCCC)CCCCCCNc1cc(OC)cc2cccnc12,105,18,80,111,104,32,110,62
O=[N+]([O-])c1cccc(/C=N/Nc2nc(N/N=C/c3cccc([N+](=O)[O-])c3)nc(N3CCOCC3)n2)c1,95,91,88,83,69,60,79,94
O=C(N/N=C/c1c[nH]c2ccccc12)Nc1ccccc1Cl,14,44,1.2*,8.5*,45,-45*,11,33
O=C(N/N=C(\CS(=O)(=O)c1ccccc1)c1cc2cc(Br)ccc2oc1=O)c1ccccc1,105,107,102,99,94,99,95,111
NC(=O)CC[n+]1cccc(C(=O)O)c1,101,149,123,118,97,109,108,103
Fc1ccc(Cn2cc(CSc3nc4ccccc4s3)nn2)cc1F,86,88,94,87,84,98,86,99
O=C(CN1C(=O)c2ccccc2C1=O)NCC(=O)Nc1ccccc1,114,110,111,96,104,98,104,102
CCOC(=O)Nc1nc2ccccc2[nH]1,51&110,58&93,12&105,11,42&110,44&100,31&102,52&101
O=c1c2sc3ncc(Cl)cc3c2ncn1-c1cccc(Cl)c1,91,88,81,·,83,37,104,70
COc1cc(-c2nc(C(=O)NCCCCC(=O)O)nn2-c2ccc(Cl)cc2)cc(OC)c1OC,102,97,106,96,102,94,96,91
Clc1ccc(N2N=C(c3cccc(Nc4ccncc4)c3)CC2c2ccc(Br)cc2)cc1 (configuration not stated),95,78,116,61,49,-96*,101,-41*

# Some of the entries so far, with bars between the fields.
Molecule | SK-MEL-2 | UACC-257 | BT-549 | HS 578T | T-47D | LOX IMVI | UACC-62 | MALME-3M
CCCC(NC(=O)C(C)N)C(=O)O (configuration not stated) | 113 | 100 | 98 | 105 | 111 | 104 | 104 | ·
COc1ccc(/C=C/C(=O)c2ccc(NC(=O)c3ccccc3CN3C(=O)c4ccccc4C3=O)cc2)cc1 | 108 | 91 | 91 | 96 | 60 | 77 | 82 | 96
O=c1c2sc3ncc(Cl)cc3c2ncn1-c1cccc(Cl)c1 | 91 | 88 | 81 | · | 83 | 37 | 104 | 70
O=C(CN1C(=O)c2ccccc2C1=O)NCC(=O)Nc1ccccc1 | 114 | 110 | 111 | 96 | 104 | 98 | 104 | 102
COc1ccc2c(c1OC)C(=O)O[C@@H]2[C@H]1c2c(c(C#CC#Cc3ccc(F)c(F)c3)c3c(c2OC)OCO3)CCN1C | 92 | · | 78 | 101 | 70 | 91 | 69 | 91

# Exported as tab-separated lines: entries from further up
structure	SK-MEL-2	UACC-257	BT-549	HS 578T	T-47D	LOX IMVI	UACC-62	MALME-3M
CCOC(=O)Nc1nc2ccccc2[nH]1	51&110	58&93	12&105	11	42&110	44&100	31&102	52&101
O=c1c2sc3ncc(Cl)cc3c2ncn1-c1cccc(Cl)c1	91	88	81	·	83	37	104	70
